Screens (PubChem)
S-ASM inh = inhibitors of human secretory acid sphingomyelinase. Potency, µM (titrated, usually from 57.5 µM), for the others: top-dose activity change, negative = inhibition, most hits filed as inhibitors. placental ASM, HMU-PC fluorogenic substrate, 60 min. hit rate 0.006% among 340,000. P17405. AID 504937; also: potency is read from the fitted curve at half-maximal effect
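qHTS format. ASM enzyme prepared from human placenta hydrolyses the fluorogenic substrate HMU-PC0 (9 uM final) over 60 min at 37 °C after a 10 min compound preincubation.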
PTAP TSG101 blk = blocks PTAP/TSG101 interaction to inhibit HIV-1 budding; Potency, µM (doses to about 115 µM), for the others: top-dose activity change, negative = inhibition, most hits filed as inhibitors; Fluorescence polarization, FITC-PTAP peptide / Tsg101 binding; AID 493005; 340,000 tested, under 10 active; Q99816; active = well fitted inhibition curve with a large enough effect in the main read-out, with a control signal flat, not every such curve was filed as active; inconclusive = small, poorly fitted or top-dose-only effect, or effect the other way, or a change in a side signal; inactive = no such curve, though single readings can be large or run the other way; also: potency is read from the fitted curve at half-maximal effect; % of control where 0% means no effect
Target sequence (Q99816 whole entry, looked up): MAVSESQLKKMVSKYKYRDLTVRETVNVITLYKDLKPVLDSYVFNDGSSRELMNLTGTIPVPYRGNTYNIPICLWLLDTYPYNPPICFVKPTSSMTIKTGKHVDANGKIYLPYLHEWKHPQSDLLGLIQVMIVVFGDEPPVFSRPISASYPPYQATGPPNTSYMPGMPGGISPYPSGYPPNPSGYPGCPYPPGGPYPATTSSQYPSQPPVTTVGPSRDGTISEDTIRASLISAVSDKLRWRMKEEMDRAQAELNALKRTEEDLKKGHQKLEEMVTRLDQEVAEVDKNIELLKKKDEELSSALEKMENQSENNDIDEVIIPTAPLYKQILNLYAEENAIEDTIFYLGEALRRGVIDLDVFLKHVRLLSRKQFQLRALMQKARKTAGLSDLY
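Tsg101 binding domain (10 uM final) was mixed with compound and a FITC-labeled PTAP peptide (50 nM final) in HEPES pH 7.5 buffer with NaCl, Tween 20, EDTA and TCEP; fluorescence polarization was read after 20 min at r.t.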
Integrin act MD = activates integrin-mediated alleviation for muscular dystrophy | AID 624291 | alpha7betagal myoblasts, beta-gal FDG fluorescence, 48 h | Potency, µM (doses to about 38.3 µM), without a hit: at the top dose activation, most hits filed as activators | hit rate 0.064% among 350,000;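 also: potency is read from the fitted curve at half-maximal effect; 100% = response of the positive control SU9516; nearly all actives have a fitted effect of over 60% in size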
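alpha7betagal+/- myoblasts (passage 13, 250/well) treated 48 h at 37C with compounds at 1:260 dilution of DMSO stock. Lysed, then beta-galactosidase activity read as FDG fluorescence (ex 480/em 540) after 30 min, with pre-read for autofluorescence.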
Menin-MLL TR inh = displaces Texas Red mutant MLL peptide from human menin; Menin + Texas Red MLL mutant peptide, fluorescence polarization; O00255; hit rate 0.23% among 270,000; Potency, µM (top dose mostly 61.6 µM), for the others: at the top dose FP activity change, negative = inhibition, usual class: inhibitors; active = well fitted inhibition curve with a large enough effect in the polarisation, with a control signal flat, not every such curve was filed as active; inconclusive = small, poorly fitted or top-dose-only effect, or effect the other way, or a change in a side signal; inactive = no such curve, though single readings can be large or run the other way; the % refers to the polarisation; also: potency is read from the fitted curve at half-maximal effect; % of control where 0% means no effect; many of its hits are not listed in these tables
B2AR arrestin = agonists driving beta-arrestin recruitment to human beta2-adrenergic receptor; Potency, µM (highest dose often 46.1 µM), for inactives: top-dose activation, usual class: activators; beta-arrestin recruitment to beta2AR, cell-based reporter; hit rate 0.02% among 330,000; AID 492947;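 also: potency is read from the fitted curve at half-maximal effect; 0% = DMSO controls and full agonism = EC100 isoproterenol or metaproterenol; nearly all actives have a fitted effect of over 65% in size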
Target sequence (P07550 whole entry, looked up): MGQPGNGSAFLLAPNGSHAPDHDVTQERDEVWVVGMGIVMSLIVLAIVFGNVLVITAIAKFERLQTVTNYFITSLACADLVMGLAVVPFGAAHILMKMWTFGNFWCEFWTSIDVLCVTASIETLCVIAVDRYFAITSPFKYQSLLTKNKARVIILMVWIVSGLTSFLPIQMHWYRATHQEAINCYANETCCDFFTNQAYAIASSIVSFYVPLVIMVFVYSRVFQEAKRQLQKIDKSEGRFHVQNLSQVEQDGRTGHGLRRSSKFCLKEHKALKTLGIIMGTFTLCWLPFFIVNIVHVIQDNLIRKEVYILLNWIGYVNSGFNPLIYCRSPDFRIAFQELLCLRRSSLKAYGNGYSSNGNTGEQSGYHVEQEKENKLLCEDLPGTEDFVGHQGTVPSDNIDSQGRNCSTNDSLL
Tb PFK block = T. brucei PFK enzyme inhibition. O15648. T. brucei PFK, ADP-Glo luminescence. Potency, µM (highest dose often 57.5 µM), inactives show at the highest dose activity, negative = inhibition, actives largely listed as inhibitors. hit rate 0.17% among 330,000. AID 485367;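 also: potency is read from the fitted curve at half-maximal effect; 0% = uninhibited 1x PFK enzyme wells and -100% = no-enzyme wells; nearly all actives have a fitted effect of over 60% in size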
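Activity is normalized to no-enzyme wells (full inhibition) and 1.25 nM enzyme wells (no inhibition). Reaction: 0.5 mM F6P, 0.1 mM ATP, 45 min RT, ADP-Glo luminescence; concentration-response curves fitted and classed by quality.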
GALK inhibitor = galactokinase (human) inhibition; P51570; Purified GALK, Kinase-Glo residual ATP luminescence; Potency, µM (doses to about 57.5 µM), inactives show at the top dose activity change, negative = inhibition, actives largely listed as inhibitors; hit rate 0.007% among 270,000; also: potency is read from the fitted curve at half-maximal effect; % is scaled to controls: 0 for no effect and ±100 for the full control effect
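Quantitative HTS: GALK 5 nM, ATP 35 uM, galactose 100 uM, 1 h room temperature, then luciferase-based ATP detection.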
Giardia kill = Giardia lamblia killing. Giardia lamblia trophozoite viability. activity change, % at 7.66 µM, hits read low. AID 540267. hit rate 0.15% among 340,000; in the data active = activity change below about -80%; inconclusive = between about -30% and that limit;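 also: parasites exposed to compound for two days anaerobically before the ATP read; % is scaled to controls: 0 for no effect and ±100 for the full control effect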
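Viability, read as ATP luminescence: trophozoites at 100 cells/well, compound added, 48 hrs anaerobic at 37 deg C, then 15-30 min room-temperature development before reading.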
PKM2 act = activators of human pyruvate kinase M2; P14618; purified PKM2, Kinase-Glo ATP luminescence, activation; response scale: 0% is enzyme alone, no compound; Potency, µM (series often up to 57.5 µM), for inactives: at the highest dose activation, usual class: activators; hit rate 0.34% among 260,000; also: potency is read from the fitted curve at half-maximal effect; % is scaled to controls: 0 for no effect and ±100 for the full control effect; nearly all actives have a fitted effect of over 55% in size
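Purified hPK-M2 (>95% pure) converted ADP (0.1 mM final) to ATP with 0.5 mM PEP in 50 mM imidazole pH7.2, KCl, MgCl2, Tween 20, BSA; 1 h at room temperature. ATP detected by Kinase-Glo luminescence.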
Chronic BCR inh = inhibitors of chronic active B-cell receptor signaling; ABC-DLBCL IkBa-CBG/CBR reporter, luminescence ratio, 4 h; Potency, µM (top dose mostly 46.1 µM), inactives show top-dose ratio change, negative = lower green/red ratio, hits mostly inhibitors; hit rate 0.05% among 340,000; active = well fitted inhibition curve with a large enough effect in the signal ratio, with a control signal flat, not every such curve was filed as active; inconclusive = small, poorly fitted or top-dose-only effect, or effect the other way, or a change in a side signal; the % refers to the signal ratio;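 also: potency is read from the fitted curve at half-maximal effect; plate controls were basal doxycycline-induced cells for no effect and cells given 10 µM MG132 for full effect; MG132 reads +100%, hits lower the ratio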
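Cell line TMD8 (human ABC DLBCL), stably expressing tet-inducible CBG68-IkBa fusion and CBR; IMDM/0.5% FBS; cpd up to 46 uM; dox induction, 4 h, 37C/5% CO2; dual luminescence; green/red ratio; MG132 control.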
FBPA coupling cs = coupling enzyme interference in Giardia aldolase counter-screen; activity change, negative = inhibition, % at 58.2 µM, hits read low; hit rate 0.67% among 290,000; AID 2472; coupling enzyme system counterscreen, AmpLite Red fluorescence; in the data active = activity change below about -30%; also: % is scaled to controls: 0 for no effect and ±100 for the full control effect
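Activity here indicates interference with the coupling reaction, not aldolase inhibition. Compounds at 57.5 uM final met coupling enzymes for 10 min at RT; substrate and AmpLite Red detection followed, with a 525/598 nm fluorescence read after 20 min.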
An asterisk follows results filed as active; ? = inconclusive; · = no result given; [ ] = dose if it differs, or a comment. Unless noted, calls follow the shape of the dose curve; as a rule, active = well fitted curve in the direction sought with a large enough effect; inconclusive = small, poorly fitted or top-dose-only effect, or another doubt; inactive = no such curve, though single readings can be large; an effect the other way counts as inactive or inconclusive.

#	smiles	S-ASM inh	PTAP TSG101 blk	Integrin act MD	Menin-MLL TR inh	B2AR arrestin	Tb PFK block	GALK inhibitor	Giardia kill	PKM2 act	Chronic BCR inh	FBPA coupling cs
1	COC(=O)c1ccccc1NC(=O)C(C)NS(=O)(=O)c1ccc(OC)cc1 (centres undefined)	0%	-4%	-1%	-4%	-0.3%	-3%	0%	-4	0%	1%	0
2	Cc1nc([N+](=O)[O-])c(C(=O)OCc2ccccc2C#N)n1C	-1%	-9%	-5%	3%	0.3%	3%	9%	3	·	0%	1
3	Cc1ccc(S(=O)(=O)NCCCOC(=O)Nc2ccncc2)cc1	2%	-6%	-14%	4%	-0.8%	-2%	0%	5	1%	8%	-1
4	CN(C)CCN1C(=O)C(O)=C(C(=O)c2cc3ccccc3o2)C1c1ccccn1 (centres undefined)	·	·	·	36%[activator]	-1.0%	-6%	4%	·	-14%	9%	0
5	Cc1ccccc1Cn1c(C)nc2ccccc21	8%	-1%	0%	9%	-1.9%	-3%	-2%	1	-1%	-8%	-2
6	Cc1ccc(S(=O)(=O)N(C)CC(=O)NCC(c2ccco2)N(C)C)cc1 (centres undefined)	5%	-12%	12%	·	0.0%	0%	·	4	·	?	·
7	CCN(CC)S(=O)(=O)c1ccc(S(=O)(=O)Nc2ccc3c(c2)oc2ccccc23)cc1	-25%	-4%	0%	?	0.0%	0%	0%	28	-7%	2%	-1
8	Cc1nn(CC(=O)Nc2ccc(F)cc2)c(=O)c2ccccc12	-3%	-12%	0%	4%	-0.3%	22%	-1%	-10	·	?	0
9	CC1(C)CC2(CCO1)C(Nc1ccccc1)=NC(=S)N2c1ccccc1 (centres undefined)	-3%	1%	2%	·	0.3%	5%	-2%	0	-1%	-3%	2
10	NC(=O)CSc1nnnn1-c1ccc2c(c1)OCCO2	2%	0%	18%	-11%	-0.5%	0%	-3%	-28	20%	?	1
11	Cc1nnc(SCC(=O)N2CCC(c3noc4ccc(F)cc34)CC2)s1	-2%	-7%	18%[7.66 µM]	-18%	-0.1%	0%	-2%	3	-6%	7%	4
12	O=C(O)/C(=C\c1ccc(Cl)cc1)c1ccc(S(=O)(=O)N2CCCC2)s1	-3%	-3%	3%	·	-0.4%	-3%	·	3	·	12%	·
13	CCN(CC(=O)Nc1ccccc1OC)C(=O)CN1C(=O)NC2(CCCC2)C1=O	-1%	-4%	-3%	·	2.7%	-2%	·	-12	·	13%	·
14	COC(=O)C1=C(C(=O)OC)[C@@H]2Nc3ccccc3[C@@]23C[C@@H](C(=O)OC)N(C(=O)c2cc(C)oc2C)C3=N1	-3%	-4%	9%	?	·	·	·	-3	16%[11.5 µM]	·	-1
15	Nc1nc(N)c(N=Nc2ccc(SCC(=O)O)cc2)c(=O)[nH]1	7%	-4%	11%	-5%	-0.6%	2%	·	1	-4%	1%	-1
16	COc1ncnc(NS(=O)(=O)c2ccc(N)cc2)c1OC	0%	-1%	·	-13%[24.8 µM]	0.0%	-1%	·	8	·	-4%	-1
17	COc1ccc([N+](=O)[O-])cc1NC(=O)C(C)NNC(=O)c1cccc([N+](=O)[O-])c1 (centres undefined)	-4%	-1%	-19%	·	-1.1%	-1%	·	-14	·	0%	·
18	Cc1ccc(NC(=O)Cn2c(/C=C/c3ccccc3)nc3ccccc32)cc1C	124%[activator]	-6%	31%[7.66 µM]	?	-0.1%	-4%	-2%	7	-15%	1%	-1
19	COc1ccc(CCNc2ncnc3sc(C)cc23)cc1OC	1%	-5%	-37%[inhibitor]	-10%	-1.1%	-4%	1%	6	-9%	-1%	3
20	COc1ccc(-c2nnc(SCc3nnc(-c4ccc(Cl)cc4)o3)n2-c2ccccc2)cc1	-8%	-1%	-15%	-1%	·	·	0%	14	0%	·	-1
21	COc1ccc(C(=O)N2CCN(C)C(=O)[C@@H]2C)cc1OC1CCN(C(C)C)CC1	8%	-4%	0%	·	-0.3%	0%	-5%	13	-4%	-8%	·
22	CC(C)n1c(SCCCc2ccccc2)nc2c1c(=O)[nH]c(=O)n2C	-11%	-7%	3%	-24%	0.2%	-1%	-2%	7	-2%	-1%	-1
23	CCOC(=O)c1cc2c(N)c(C(=O)c3cc(C#N)c(SC)nc3C)sc2nc1C	104%	0%	14%	0%	-0.1%	0%	6%	17	3%	11%	1
24	CC(=O)Nc1cccc(C(=O)N/N=C/c2ccccc2F)c1	-3%	-6%	6%	-16%	0.1%	0%	-2%	-8	-17%	?	1
25	O=C(COC(=O)/C=C/c1ccco1)NCc1ccc(Cl)cc1	-3%	1%	8%	·	0.1%	-10%	·	-5	·	4%	·
26	Cc1nc2c(cnn2-c2ccccc2)c(=O)n1/N=C/c1ccccc1	-1%	-1%	10µM*	·	-0.5%	1%	0%	21	-2%	?	1
27	CCN(Cc1ccncc1)C(=S)Nc1ccc(Cl)cc1	2%	0%	4%	11%	-1.9%	-1%	16%	-10	·	?	0
28	COc1ccc(C2C(C(=O)N3CCN(c4ccccc4F)CC3)c3ccccc3C(=O)N2C)cc1 (centres undefined)	-2%	-1%	11%	2%	-0.3%	-8%	-8%	-4	5%	4%	1
29	CCn1c(C)cc2c(c1=O)C(c1ccccc1Br)C(C#N)=C(N)O2 (centres undefined)	-1%	-1%	20%	2%	-0.8%	-3%	1%	17	0%	-1%	-1
30	CCn1c(COc2ccc(C)cc2)nc2ccccc21	3%	-1%	22%	?	-0.8%	-3%	1%	-2	7%	8%	1
31	Cc1ccc(S(=O)(=O)c2nc(-c3ccccc3F)oc2N2CC(C)OC(C)C2)cc1 (centres undefined)	1%	-2%	0%	-3%	0.1%	0%	-2%	-13	0%	1%	-2
32	O=C(Nc1ccccc1)NN1CC(=O)N(c2ccc(Cl)cc2)CC1=O	5%	2%	9%	·	-0.6%	1%	1%	4	-2%	-6%	-1
33	O=C1[C@H]2[C@@H](c3ccc(Cl)cc3)N3C(=O)N(c4cccc(Cl)c4)C(=O)[C@@]3(Cc3ccc(Cl)cc3)[C@H]2C(=O)N1C1CCCCC1	1%	-3%	-6%	·	0.3%	-6%	·	6	·	4%	·
34	Cc1ccc(CSCC(=O)N(C)CC(=O)Nc2ccc(C)cc2)cc1	0%	-9%	-18%	·	-0.3%	-1%	·	17	·	5%	·
35	COc1ccccc1N(CCC#N)C(=O)CSc1ccc2c(c1)OCCO2	-1%	-6%	16%[7.66 µM]	1%	0.3%	3%	-2%	2	13%	-6%	7
36	O=C(Nn1cnnc1)c1ccc(Cl)c([N+](=O)[O-])c1	1%	-3%	36%	·	-0.9%	?	2%	-7	-2%	?	7
37	O=C(Nc1nc(-c2ccc(S(=O)(=O)N3CCCCCC3)cc2)cs1)c1cccs1	-7%	-2%	-5%	22µM*	-0.4%	1%	3%	22	-4%	11%	-4
38	O=C(CSc1ccccc1)N1CCN(C(=O)c2ccco2)CC1	5%	1%	-11%	0%	0.4%	4%	-2%	-7	1%	0%	2
39	CCCCOC(=O)CCn1c(=S)oc2ccccc21	3%	0%	-3%	12%	0.0%	-2%	3%	3	1%	?	2
40	O=C(CN1CCN(c2ccccn2)CC1)NC1CCCCC1	-2%	-6%	-2%	19%	0.1%	0%	-1%	-21	-1%	-10%	4
41	CCOC(=O)C1NC(=O)CC1c1ccccc1 (centres undefined)	1%	-5%	12%	0%	-0.2%	-3%	·	14	0%	-6%	0
42	CN1CCN(CCCNC(=O)c2ccc(/C=C3\Sc4ccccc4N(Cc4ccc(F)cc4)C3=O)cc2)CC1	9%	-2%	-54%[inhibitor]	?	-0.2%	-2%	-4%	0	1%	?	0
43	COc1ccc(CN2CCN(C3CCOCC3)CC2CCO)c(C)c1C (centres undefined)	1%	0%	?	14%	-0.6%	1%	0%	10	2%	-10%	3
44	CN1CCN(C(=O)/C(=C/c2ccc(F)cc2)NC(=O)c2ccccc2)CC1	26%	-2%	-44%	6%	0.1%	2%	-1%	6	·	?	0
45	COc1ccc(N2CC(C(=O)N[C@@H](CC(C)C)C(=O)NC3CCCCC3)CC2=O)cc1 (some centres undefined)	4%	-2%	25%	·	-0.4%	1%	-5%	5	·	2%	·

The list is partial; rates above refer to the full screens.
